High-throughput results as filed in PubChem BioAssay.
NS5 inhibitors = flavivirus cap methylation enzyme inhibition – biochemical, confirmation dose response, primary screen (AID 588689); Dengue-2 NS5 methyltransferase capping enzyme assay, biochemical; higher % means a stronger effect; inhibition, % at 25 µM; hits with a dose series show IC50 in µM; actives 0.3% (n = 340,000); in the data active means a potency from the dose series
GPR55 LPI antagonism = GPR55 antagonists blocking LPI-driven arrestin recruitment, primary screen, imaging, U2OS, beta-arrestin-GFP, LPI agonist (AID 2013); inhibition, % at 10 µM, or IC50 in µM where a hit was titrated; actives 0.13% (n = 290,000); U2OS GPR55 beta-arrestin-GFP translocation imaging, LPI antagonism; higher % means a stronger effect;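 active means spots per cell inhibited over 60%, with over 100 cells counted and total cytoplasm intensity under 500,000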;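 further: U2OS cells stably carrying GPR55 and arrestin-GFP stimulated by 5 µM LPI near EC80; imaged beta-arrestin-GFP aggregate spots per cell after agonist stimulation; plate controls were LPI-stimulated DMSO wells for no effect and DMSO wells without LPI for full effect; some results filed as inactive read as strong as hits; confirmed hits need IC50 under 10 µM and bright autofluorescent wells are also inconclusive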
West Nile antiviral = West Nile virus antiviral activity, cell-based, CPE readout (AID 1621); West Nile virus-infected cells, CPE inhibition; higher % means a stronger effect; CPE inhibition, % at 10 µM; hits with a dose series show IC50 in µM; actives 0.02% (n = 290,000); in the data active means a potency from the dose series; further: strong numbers were not always called active
KOR beta-arrestin-1 = KOR agonists, beta-arrestin recruitment, primary screen, cell-based, luminescence, uHTS (AID 1777); one-dose activation, % at 10 µM; EC50 in µM for titrated hits; actives 0.02% (n = 280,000); KOR beta-arrestin recruitment, luminescence; higher % means a stronger effect; in the data active means activation above about 50%, passing the limit was not always enough; further: a part of the inactive calls stands beside numbers as strong as those of hits
KOR beta-arrestin-2 = KOR antagonists, beta-arrestin recruitment, cell-based, luminescence, uHTS (AID 1778) | KOR beta-arrestin recruitment, luminescence, antagonist mode; higher % means a stronger effect | inhibition, % at 10 µM; hits with a dose series show IC50 in µM | actives 0.091% (n = 290,000); in the data active means inhibition above about 50%; further: strong numbers were not always called active
HIV peptide binding = cell-free HIV fusion peptide-binding blockers – biochemical, uHTS, fluorescence dequenching, primary screen (AID 1986). one-dose inhibition, % at 20 µM; IC50 in µM for titrated hits. cell-free peptide binding, fluorescence dequenching, 30 min; higher % means a stronger effect. actives 0.3% (n = 290,000); in the data active means inhibition mostly above about 52%, no sharp cut-off; inactive means mostly below about 76%; further: some results filed as inactive read as strong as hits
GPR35 arrestin U2OS = GPR35 antagonists blocking zaprinast-driven arrestin recruitment, primary screen, imaging, U2OS, beta-arrestin-GFP, zaprinast agonist (AID 2058); U2OS GPR35 beta-arrestin-GFP translocation imaging, zaprinast antagonism; higher % means a stronger effect; inhibition, % at 10 µM; hits with a dose series show IC50 in µM; actives 0.052% (n = 290,000);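 active means inhibition of at least 50% with at least 30 cells and total cytoplasm GFP at most 10,000,000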
NOD1 inhibition = NOD1 signaling inhibitors, primary screen, cell-based, luminescence, uHTS (AID 1578). NOD1-driven NF-kB luciferase reporter cells, luminescence; higher % means a stronger effect. one-dose inhibition, % at 4 µM; EC50 in µM for titrated hits. actives 1% (n = 290,000); in the data active means inhibition mostly above about 36%, no sharp cut-off; inactive means mostly below about 34%;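 further: HEK-293T reporter cells stimulated with the NOD1 agonist gamma-tri-DAP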
GPR55 activation = GPR55 agonists via beta-arrestin recruitment, primary screen, imaging, U2OS cells, beta-arrestin-GFP redistribution (AID 1961); U2OS GPR55 beta-arrestin-GFP redistribution imaging; higher % means a stronger effect; one-dose activation, % at 10 µM; EC50 in µM for titrated hits; actives 0.048% (n = 290,000);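 active means activation above 40% with more than 50 cells counted in the well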;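 further: U2OS osteosarcoma cells stably expressing GPR55 and beta-arrestin-GFP; plate controls were DMSO negative control for no effect and LPI positive control for full effect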
* marks the source's active call; other numbers are inactive results; [ ] = dose if it differs, or a comment.

Screening COc1ccc(/C=N/NC(=O)c2cccc(NC(=O)c3ccc(Cl)cc3)c2)c(OC)c1 returned NS5 inhibitors -8%, GPR55 LPI antagonism 6%, West Nile antiviral -0.8%, KOR beta-arrestin-1 1.1%, KOR beta-arrestin-2 -14%, HIV peptide binding -0.5%, GPR35 arrestin U2OS 12%, NOD1 inhibition -47% and GPR55 activation 1.1%.
Screening NC(=O)CSc1ncnc2c1cnn2Cc1ccccc1 returned NS5 inhibitors 1%, GPR55 LPI antagonism 3%, West Nile antiviral -0.4%, KOR beta-arrestin-1 -2.3%, KOR beta-arrestin-2 -16%, HIV peptide binding 1.1%, GPR35 arrestin U2OS -1%, NOD1 inhibition -19% and GPR55 activation 0.1%.
For Cc1cccc(C(=O)NC2CC(C)(C)NC(C)(C)C2)c1 the results were NS5 inhibitors -7%, GPR55 LPI antagonism 1%, West Nile antiviral 0.3%, KOR beta-arrestin-1 -7.9%, KOR beta-arrestin-2 12%, HIV peptide binding 4.4%, GPR35 arrestin U2OS -9%, NOD1 inhibition 21% and GPR55 activation 0.2%.
O=C(Nc1nccs1)C1CC(=O)N(c2ccc(Cl)cc2)C1 (centres undefined) was read as NS5 inhibitors -8%, GPR55 LPI antagonism 9%, West Nile antiviral -0.4%, KOR beta-arrestin-1 -1.8%, KOR beta-arrestin-2 18%, HIV peptide binding -0.4%, GPR35 arrestin U2OS 3%, NOD1 inhibition -12% and GPR55 activation -0.3%.
Screening COc1ccc(Nc2ccc(C(F)(F)F)cc2[N+](=O)[O-])cn1 returned NS5 inhibitors -5%, GPR55 LPI antagonism 1%, West Nile antiviral 0.0%, KOR beta-arrestin-1 -0.2%, KOR beta-arrestin-2 15%, HIV peptide binding -3.3%, GPR35 arrestin U2OS -6%, NOD1 inhibition -9% and GPR55 activation 1.1%.
Screening CCC(OC(=O)c1nsc(Cl)c1Cl)C(=O)NCc1cccs1 (centres undefined) returned NS5 inhibitors -3%, GPR55 LPI antagonism 2%, West Nile antiviral 0.0%, KOR beta-arrestin-1 9.6%, KOR beta-arrestin-2 -49%, HIV peptide binding -0.4%, GPR35 arrestin U2OS -5%, NOD1 inhibition -27% and GPR55 activation -0.2%.
CCOC(=O)N1CCN(C(=O)c2ccc3c(c2)sc2nc(-c4ccccc4)cn23)CC1 was read as NS5 inhibitors -1%, GPR55 LPI antagonism -5%, West Nile antiviral -0.2%, KOR beta-arrestin-1 0.3%, KOR beta-arrestin-2 1%, HIV peptide binding -2.6%, GPR35 arrestin U2OS 4%, NOD1 inhibition 12% and GPR55 activation -0.1%.
Cc1ccc(-c2nnc(N3CCN(C(=O)COc4cccc(C)c4)CC3)c3ccccc23)cc1 was read as NS5 inhibitors -6%, GPR55 LPI antagonism 16%, West Nile antiviral 0.6%, KOR beta-arrestin-1 -0.1%, KOR beta-arrestin-2 37%, HIV peptide binding -1.7%, GPR35 arrestin U2OS -8%, NOD1 inhibition 18% and GPR55 activation -0.1%.
Screening CSc1ccccc1OCc1cc(C(=O)NCCN2CCCC(O)C2)no1 (centres undefined) returned NS5 inhibitors -5%, GPR55 LPI antagonism -7%, West Nile antiviral -0.6%, KOR beta-arrestin-1 1.7%, KOR beta-arrestin-2 -5%, HIV peptide binding -1.1%, GPR35 arrestin U2OS -16%, NOD1 inhibition -38% and GPR55 activation 0.4%.
Screening Cc1cc(C(=O)N2CCCC(N3CCN(c4cccc(Cl)c4)CC3)C2)no1 (centres undefined) returned NS5 inhibitors 1%, GPR55 LPI antagonism -19%, West Nile antiviral -1.2%, KOR beta-arrestin-1 0.2%, KOR beta-arrestin-2 18%, HIV peptide binding -1.2%, GPR35 arrestin U2OS 8%, NOD1 inhibition -17% and GPR55 activation 0.0%.
`Cc1c(CC(=O)N2CCC(C(N)=O)CC2)c(=O)oc2cc3c(cc12)CCC1(CCCCC1)O3` gave NS5 inhibitors -5%, GPR55 LPI antagonism 1%, West Nile antiviral 2.5%, KOR beta-arrestin-1 2.6%, KOR beta-arrestin-2 -29%[20 µM], HIV peptide binding 2.0%, GPR35 arrestin U2OS -7%, NOD1 inhibition 8% and GPR55 activation 0.6%.
For COc1ccc(-c2nnn(CC(=O)c3ccc4c(c3)OCCO4)n2)cc1OC the results were NS5 inhibitors -9%, GPR55 LPI antagonism 12%, West Nile antiviral -1.0%, KOR beta-arrestin-1 2.4%, KOR beta-arrestin-2 -42%, HIV peptide binding -1.6%, GPR35 arrestin U2OS -7%, NOD1 inhibition -15% and GPR55 activation -0.2%.
For CC1CCCCC12NC(=O)N(Cn1nnc3ccccc3c1=O)C2=O (centres undefined) the results were NS5 inhibitors 2%, GPR55 LPI antagonism 2%, West Nile antiviral 0.0%, KOR beta-arrestin-1 -4.1%, KOR beta-arrestin-2 13%, HIV peptide binding -1.0%, GPR35 arrestin U2OS -12%, NOD1 inhibition 5% and GPR55 activation -0.1%.
Screening CCOC(=O)c1csc(NC(=O)c2cccs2)n1 returned NS5 inhibitors -6%, GPR55 LPI antagonism -12%, West Nile antiviral 0.1%, KOR beta-arrestin-1 -3.4%, KOR beta-arrestin-2 -10%, HIV peptide binding -0.5%, GPR35 arrestin U2OS -1%, NOD1 inhibition -36% and GPR55 activation 0.1%.
For COc1ccc(Cc2nnn(CC(=O)O)n2)cc1 the results were NS5 inhibitors 1%, GPR55 LPI antagonism -5%, West Nile antiviral -0.1%, KOR beta-arrestin-1 -3.9%, KOR beta-arrestin-2 17%, HIV peptide binding 0.7%, GPR35 arrestin U2OS 2%, NOD1 inhibition -15% and GPR55 activation -0.2%.
Screening Cc1ccc(NC(=S)NC2CCSc3ccccc32)cc1 (centres undefined) returned NS5 inhibitors -6%, GPR55 LPI antagonism -8%, West Nile antiviral -0.4%, KOR beta-arrestin-1 1.2%, KOR beta-arrestin-2 -42%, HIV peptide binding -0.6%, GPR35 arrestin U2OS -13%, NOD1 inhibition 5% and GPR55 activation -0.2%.
CC(C)Cn1cc(F)c(=O)n(CC(C)C)c1=O was read as NS5 inhibitors -6%, GPR55 LPI antagonism 13%, West Nile antiviral 1.6%, KOR beta-arrestin-1 -1.7%, KOR beta-arrestin-2 9%, HIV peptide binding 3.8%, GPR35 arrestin U2OS -5%, NOD1 inhibition -19% and GPR55 activation -0.3%.
Cc1ccc(CN2CCC(n3nccc3NC(=O)C3CCOC3)CC2)cc1C (centres undefined) was read as NS5 inhibitors -4%, GPR55 LPI antagonism 14%, West Nile antiviral -0.4%, KOR beta-arrestin-1 -3.0%, KOR beta-arrestin-2 13%, HIV peptide binding -0.8%, GPR35 arrestin U2OS 1%, NOD1 inhibition -20% and GPR55 activation -0.1%.
`CCC(c1n[nH]c(=S)n1-c1ccccc1)N(C)C` (centres undefined) gave NS5 inhibitors -3%, GPR55 LPI antagonism -4%, West Nile antiviral 0.8%, KOR beta-arrestin-1 -6.0%, KOR beta-arrestin-2 26%, HIV peptide binding -1.1%, GPR35 arrestin U2OS -11%, NOD1 inhibition -21% and GPR55 activation -0.1%.
For O=C(CN1CCN(S(=O)(=O)c2ccccc2[N+](=O)[O-])CC1)NC(=O)NCc1ccco1 the results were NS5 inhibitors -7%, GPR55 LPI antagonism 8%, West Nile antiviral -1.0%, KOR beta-arrestin-1 -5.3%, KOR beta-arrestin-2 18%, HIV peptide binding -1.4%, GPR35 arrestin U2OS 6%, NOD1 inhibition -37% and GPR55 activation 0.0%.

3 compounds out of the list, ordered by formula weight, high to low.
Screening CCC(OC(=O)c1nsc(Cl)c1Cl)C(=O)NCc1cccs1 (centres undefined) returned NS5 inhibitors -3%, GPR55 LPI antagonism 2%, West Nile antiviral 0.0%, KOR beta-arrestin-1 9.6%, KOR beta-arrestin-2 -49%, HIV peptide binding -0.4%, GPR35 arrestin U2OS -5%, NOD1 inhibition -27% and GPR55 activation -0.2%.
Screening COc1ccc(Nc2ccc(C(F)(F)F)cc2[N+](=O)[O-])cn1 returned NS5 inhibitors -5%, GPR55 LPI antagonism 1%, West Nile antiviral 0.0%, KOR beta-arrestin-1 -0.2%, KOR beta-arrestin-2 15%, HIV peptide binding -3.3%, GPR35 arrestin U2OS -6%, NOD1 inhibition -9% and GPR55 activation 1.1%.
For Cc1cccc(C(=O)NC2CC(C)(C)NC(C)(C)C2)c1 the results were NS5 inhibitors -7%, GPR55 LPI antagonism 1%, West Nile antiviral 0.3%, KOR beta-arrestin-1 -7.9%, KOR beta-arrestin-2 12%, HIV peptide binding 4.4%, GPR35 arrestin U2OS -9%, NOD1 inhibition 21% and GPR55 activation 0.2%.

More structures follow:
For Cc1ccc(NC(=S)NCc2ccccc2Cl)c(C)c1 the results were NS5 inhibitors -5%, GPR55 LPI antagonism -5%, West Nile antiviral -1.1%, KOR beta-arrestin-1 7.2%, HIV peptide binding -2.4%, GPR35 arrestin U2OS 9%, NOD1 inhibition -23% and GPR55 activation -0.2%.
For O=C(NCC1CCCN(Cc2cccc(C(F)(F)F)c2)C1)c1ccc(F)cc1 (centres undefined) the results were NS5 inhibitors -2%, GPR55 LPI antagonism -9%, West Nile antiviral 0.0%, KOR beta-arrestin-2 -36%[20 µM], HIV peptide binding -1.0%, GPR35 arrestin U2OS 16%, NOD1 inhibition 33% and GPR55 activation 0.1%.
For CC1CCN(C(=O)CN2C(=O)c3cccc4cccc(c34)C2=O)CC1 the results were NS5 inhibitors 1%, GPR55 LPI antagonism 4%, West Nile antiviral -0.5%, KOR beta-arrestin-1 -1.7%, KOR beta-arrestin-2 -40%, HIV peptide binding 0.3%, GPR35 arrestin U2OS 7%, NOD1 inhibition -45% and GPR55 activation -0.8%.
Screening CCOc1ccc(NC(=O)C(=O)N/N=C/c2cccnc2)cc1 returned NS5 inhibitors -4%, GPR55 LPI antagonism -2%, West Nile antiviral 0.3%, KOR beta-arrestin-1 1.6%, KOR beta-arrestin-2 -12%, HIV peptide binding 0.0%, GPR35 arrestin U2OS -2%, NOD1 inhibition 2% and GPR55 activation 0.0%.
Screening O=C(NCc1ccccc1Cl)c1ccccc1CCc1ccccc1 returned NS5 inhibitors -5%, GPR55 LPI antagonism -15%, West Nile antiviral -0.9%, KOR beta-arrestin-1 5.0%, KOR beta-arrestin-2 -12%, HIV peptide binding 0.0%, GPR35 arrestin U2OS -11%, NOD1 inhibition 43% and GPR55 activation -0.3%.
COc1ccccc1CNC(=O)CCN1C(=O)c2ccccc2C1=O was read as NS5 inhibitors -5%, GPR55 LPI antagonism 11%, West Nile antiviral 0.3%, KOR beta-arrestin-1 -1.4%, KOR beta-arrestin-2 -4%, HIV peptide binding -1.2%, GPR35 arrestin U2OS 7%, NOD1 inhibition -4% and GPR55 activation -0.2%.
Screening Cc1ccc(Sc2ccc(NC(=O)CCl)cc2)c(C)c1 returned GPR55 LPI antagonism 12%, West Nile antiviral -0.1%, KOR beta-arrestin-1 4.2%, KOR beta-arrestin-2 -1%, HIV peptide binding -0.9%, GPR35 arrestin U2OS 27%, NOD1 inhibition 46% and GPR55 activation -0.4%.

A portion of the library. The share of hits here may be higher or lower than overall.
